Bioassay records: PubChem BioAssay, Sanford-Burnham Center for Chemical Genomics
CYP2C9 inh – inhibitors of human CYP2C9. CYP2C9 Supersomes, luciferin-H conversion, luminescence. inhibition, % at 5 µM. actives 20% (n = 96,000). P11712;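 active = blocking of liver enzyme CYP2C9 beyond about 50% at 5 µM, limit read from the data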; note: values of inactives mirror those of a sister screen read the other way
PLAP activator – activates human placental alkaline phosphatase; P05187; purified PLAP enzyme, luminescent substrate read-out; hits give high values; activation fold at 20 µM; actives 1.2% (n = 96,000); in the data active = activation fold above about 2
CYP2C19 activ – increases human CYP2C19 enzyme activity; recombinant CYP2C19, luciferin-H EGE luminescence; hits give high values; 0 = fully inhibited enzyme, 1 = untreated enzyme; P33261; activation factor at 5 µM; 96,000 tested, under 10 active;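 active = activation factor of at least 2 at 5 µM in the primary screen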;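 note: 0 = wells with 2.5 mM tranylcypromine and 1 = vehicle-only wells; values of inactives mirror those of a sister screen read the other way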
MT1-MMP txn act – activates MT1-MMP transcription. HT1080 MT1-MMP promoter luciferase reporter, luminescence, overnight; hits give high values. activation factor at 10 µM. actives 0.16% (n = 86,000);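 active = activation factor of at least 2 for MT1-MMP transcription at 10 µM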
CYP2C19 inhib – human CYP2C19 inhibition; actives 21% (n = 96,000); inhibition, % at 5 µM; CYP2C19 Supersomes, luciferin-H EGE luminescence, 30 min; AID 778; P33261;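 active = CYP2C19 inhibition above a set limit at 5 µM in the primary screen, cut at about 50% in these data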;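 note: plate controls were negative control wells for no effect and 2.5 mM tranylcypromine positive control for full effect; values of inactives mirror those of a sister screen read the other way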
CD11b adhes inh – blocks human CD11b/CD18 adhesion to fibrinogen; inhibition, % at 10 µM; AID 1497; K562 CD11b/CD18 adhesion to fibrinogen, ATPlite luminescence; Mn2+ added to activate the integrin; actives 0.54% (n = 93,000); P05107+P11215;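 active = primary inhibition of 50% or more at 10 µM, then 40% or more on retest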; note: some results filed as inactive read as strong as hits
Pyk2 oligo antag – blocks oligomerization of human Pyk2 in cells; Q14289; Q293 cells, Pyk2 FERM NanoBiT luminescence; hits give low values; z-score (the deposit names both 25 µM and 10 µM); AID 1347419; actives 0.83% (n = 99,000);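 active = Z-score of -3 or lower, scaled per plate to the spread of control and sample wells; inactive = z-score above -3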;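 note: negative z-score means lost luminescence so less FERM oligomerization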
Target sequence (Q14289 whole entry, looked up): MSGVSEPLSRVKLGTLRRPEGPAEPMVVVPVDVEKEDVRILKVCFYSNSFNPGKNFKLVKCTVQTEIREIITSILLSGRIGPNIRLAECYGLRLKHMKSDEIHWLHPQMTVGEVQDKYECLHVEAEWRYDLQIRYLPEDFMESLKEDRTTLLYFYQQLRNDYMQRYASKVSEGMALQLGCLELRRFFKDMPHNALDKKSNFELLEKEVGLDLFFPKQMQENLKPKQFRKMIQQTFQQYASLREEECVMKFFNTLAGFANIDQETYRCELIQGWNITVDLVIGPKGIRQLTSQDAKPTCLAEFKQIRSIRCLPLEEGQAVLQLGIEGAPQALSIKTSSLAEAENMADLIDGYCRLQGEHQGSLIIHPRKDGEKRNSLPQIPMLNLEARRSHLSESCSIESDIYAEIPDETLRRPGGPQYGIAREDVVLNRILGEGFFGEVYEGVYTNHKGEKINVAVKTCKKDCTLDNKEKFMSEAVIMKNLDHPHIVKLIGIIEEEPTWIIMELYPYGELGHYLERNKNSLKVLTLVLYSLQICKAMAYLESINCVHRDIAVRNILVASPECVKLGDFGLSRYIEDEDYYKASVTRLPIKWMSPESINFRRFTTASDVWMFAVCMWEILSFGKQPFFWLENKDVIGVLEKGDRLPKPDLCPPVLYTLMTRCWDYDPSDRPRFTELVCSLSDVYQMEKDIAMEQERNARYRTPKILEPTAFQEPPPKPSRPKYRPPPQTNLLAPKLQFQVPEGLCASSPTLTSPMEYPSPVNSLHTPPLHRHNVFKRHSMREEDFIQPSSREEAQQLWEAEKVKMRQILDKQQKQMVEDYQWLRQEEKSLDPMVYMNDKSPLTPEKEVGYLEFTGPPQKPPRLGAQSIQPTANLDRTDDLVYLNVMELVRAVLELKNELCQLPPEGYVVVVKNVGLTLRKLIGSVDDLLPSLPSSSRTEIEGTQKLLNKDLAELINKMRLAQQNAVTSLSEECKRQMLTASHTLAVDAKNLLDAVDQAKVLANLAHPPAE
CD11b adhes enh – enhancers of human CD11b/CD18 binding to fibrinogen | K562 CD11b/CD18 adhesion to fibrinogen, ATPlite luminescence | activation, % at 10 µM | actives 0.07% (n = 93,000) | AID 1499;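 active = 10 µM primary screen giving 50% or more activity, confirmed by 40% or more on retest at that dose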; note: strong numbers were not always called active; reference of the scale not given here
CYP2C9 activ – increases human cytochrome P450 2C9 activity | recombinant CYP2C9, luciferin-H conversion, luminescence; hits give high values; factor 1 = untreated enzyme, 0 = blocked | actives 1.4% (n = 96,000) | P11712 | activation factor at 5 µM;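 active = activation factor of 2 or more for CYP2C9 at a 5 µM dose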;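 note: 0 = sulfaphenazole-blocked wells and 1 = vehicle-only wells; values of inactives mirror those of a sister screen read the other way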
* hit, by the source's call; · = not tested or not shown. Only part of the results is shown; count on the stated rates, not on these rows.

Start of the listing, in advance:
entry	SMILES	CYP2C9 inh	PLAP activator	CYP2C19 activ	MT1-MMP txn act	CYP2C19 inhib	CD11b adhes inh	Pyk2 oligo antag	CD11b adhes enh	CYP2C9 activ
1	CCOC(=O)C1C2NC(=O)N(Cc3ccccc3)C1(C)Oc1c(OC)cccc12 (configuration not stated)	16	0.9	0.8	1.2	19	-2	-1.4	1	0.8
2	O=P(O)(O)/C=C(\Cl)c1ccccc1	-18	1	1.2	1.2	-22	3	2.1	2	1.2
3	CCN(CC)c1ccc(N=Cc2c(O)n(Cc3ccccc3)c(=O)[nH]c2=O)cc1	0	0.9	0.9	1.1	8	-13	-0.48	-2	1

The whole of this part (from the top)
entry	SMILES	CYP2C9 inh	PLAP activator	CYP2C19 activ	MT1-MMP txn act	CYP2C19 inhib	CD11b adhes inh	Pyk2 oligo antag	CD11b adhes enh	CYP2C9 activ
1	CCOC(=O)C1C2NC(=O)N(Cc3ccccc3)C1(C)Oc1c(OC)cccc12 (configuration not stated)	16	0.9	0.8	1.2	19	-2	-1.4	1	0.8
2	O=P(O)(O)/C=C(\Cl)c1ccccc1	-18	1	1.2	1.2	-22	3	2.1	2	1.2
3	CCN(CC)c1ccc(N=Cc2c(O)n(Cc3ccccc3)c(=O)[nH]c2=O)cc1	0	0.9	0.9	1.1	8	-13	-0.48	-2	1
4	COc1ccc(C2NCc3ccccc3-n3cccc32)cc1 (configuration not stated)	15	0.9	0.5	·	50	2	·	2	0.8
5	Cc1ccc(-c2nc3ccccc3c(=O)n2-c2cc(C)ccn2)cc1	17	1.1	1	·	1	-2	-1.3	-1	0.8
6	CCC(C)N1CCN(C(=O)Cc2ccccc2)CC1 (configuration not stated)	5	0.9	0.6	·	36	-12	-0.22	-3	1
7	Cc1ccc(S(=O)(=O)N2CCCC(C(=O)N3CCC4(CC3)OCCO4)C2)cc1 (configuration not stated)	-6	1.1	1	1.1	3	-15	-0.06	-4	1.1
8	O=C(c1cc2ccccc2oc1=O)N1CCC2(CC1)OCCO2	-7	1.1	0.8	1	19	-24	-0.08	2	1.1
9	CC(Cc1ccccc1)[n+]1cc(/N=C(\N)[O-])on1 (configuration not stated)	-4	1	1	1.1	5	0	-0.54	3	1
10	NC1CCCCC1N=Cc1c(O)n(Cc2ccc(F)cc2)c(=O)[nH]c1=O (configuration not stated)	76*	2.8*	0.9	1	12	21	0.09	1	0.2
11	C=C1N2CCC(CC2)C1(O)c1ccccc1C (configuration not stated)	-11	0.9	1.1	1.2	-11	16	0.22	-4	1.1
12	CCc1c(C)nc(N)nc1N1N=C1SC	0	0.9	1	1.1	-1	-16	1	0	1
13	Cc1c(N=Cc2c(O)n(CCc3ccc(F)cc3)c(=O)[nH]c2=O)c(=O)n(-c2ccccc2)n1C	18	1	0.9	1	5	-11	-2.1	2	0.8
14	Cc1ccc2c(c1)C1CN(C)CCC1N2C(=O)COc1ccc(S(=O)(=O)N2CCOCC2)cc1 (configuration not stated)	2	1.6	0.9	1.1	8	-19	-0.5	-4	1
15	Cn1ccnc1P(=S)(c1nccn1C)N1CCOCC1	-6	0.9	1.1	1.1	-13	1	0	-2	1.1
16	CC12CN3CCN(CC(C3)C1O)C2 (configuration not stated)	10	1	0.9	1	13	-15	-0.63	1	0.9
17	CCC(=O)OC1(c2cccc(C)c2)CC(C)N(C)CC1C (configuration not stated)	0	1	1	1.1	-1	-20	-0.63	2	1
18	COc1ccc(N2C(=O)CC(N3CC=C(c4ccccc4)CC3)C2=O)cc1 (configuration not stated)	38	1.3	1	1	-2	-8	·	-1	0.6
19	CCN1CCN(c2nc3c(c(=O)[nH]2)CCCC3)CC1	2	1	1	1.1	0	-3	0.2	0	1
20	Cc1ccccc1NC1=NCC(C)S1 (configuration not stated)	5	0.9	0.9	·	10	-4	-1.6	-2	0.9
21	CCC/C(=N\O)c1c[nH]c2ccccc12	10	1	0.3	1.4	73*	4	-0.05	0	0.9
22	COc1ccc(Cl)cc1NC1=NCC(C)S1 (configuration not stated)	8	1	0.6	1.1	42	-6	1.6	3	0.9
23	O=C(Nc1cccc(OC(=O)N2CCCCC2)c1)N1CCCCC1	21	1	0.9	1.1	6	-8	3.1	0	0.8
24	CN1CCN(c2ccc(C=O)cc2)CC1	6	0.8	0.9	·	7	-5	1	-4	0.9
25	O=c1c2ccccc2nc(-c2cccs2)n1-c1ccccc1	33	0.9	0.8	·	22	·	-0.39	·	0.7
26	O/N=C1\CCC2CN(C3CCCCC3)CC2C1 (configuration not stated)	6	1.1	1.1	1	-13	6	2.2	-1	0.9
27	CCn1c(=O)cc(OCC(=O)N2CCN(Cc3ccc4c(c3)OCO4)CC2)c2ccccc21	16	1.2	0.8	1.1	23	·	0.34	·	0.8
28	COc1ccc2c(CCN)c[nH]c2c1	26	0.9	0.6	1.2	41	-18	-0.43	2	0.7
29	CN(C)C=C1C(=O)N(C2CCCCC2)C(=O)N(C2CCCCC2)C1=O	7	1.3	1.1	1	-6	6	-0.14	10	0.9
30	CCCCCSc1cc(OC)c(CCN(C)C)cc1OC	7	1.6	0.8	·	17	6	-0.75	0	0.9
31	CN1C(=O)C(Cc2cccc3ccccc23)C(=O)N(C)C1=O	-12	1.3	1.1	1.3	-11	·	-0.02	·	1.1
32	CCCCN1C(=O)NC(=O)C2(Cc3ccccc3N3CCOCC32)C1=O (configuration not stated)	67*	1.3	0.3	1.3	70*	2	-0.4	-2	0.3
33	c1ccc(CNC2=NCCS2)cc1	-8	1.1	1.1	1.2	-8	3	0.2	-1	1.1
34	O=C(CCCCCn1c(=S)[nH]c2ccccc2c1=O)N1CCC2(CC1)OCCO2	20	1.3	0.6	1.2	40	-4	-0.43	-4	0.8
35	O=C1CN=C(c2ccccc2)c2ccccc2N1Cc1ccc(C(F)(F)F)cc1	22	1.1	0.6	·	44	13	-2.8	2	0.8
36	Cc1ccc(Cn2nnnc2CN2CCC(n3nnc4cc(C(F)(F)F)ccc43)CC2)cc1	73*	1.4	0.7	0.9	35	28	-0.59	-2	0.3
37	Cc1ccc(CS(=O)(=O)Cc2ccc(C(=O)N3CCC4(CC3)OCCO4)o2)cc1	19	1.4	1	1.2	1	·	2.4	·	0.8
38	N#Cc1ccc(N2CCNCC2)c(F)c1	-8	0.8	1	1	-2	0	0.88	-1	1.1
39	CN1CCN(Cc2ccc(OC(F)(F)F)cc2)CC1	3	1	0.8	1.1	20	-3	-0.89	2	1
40	O=C1NC(=O)C2(Cc3ccccc3N3CCCC32)C(=O)N1c1ccc(Cl)cc1 (configuration not stated)	8	1.7	1	1.3	4	-26	·	1	0.9
41	Cc1ccccc1-n1c(C)nc2sccc2c1=O	5	1	0.5	·	53*	-6	0.39	4	1
42	CCCCn1c(O)c(C(CC)=NCc2ccc(F)cc2)c(=O)[nH]c1=O	71*	0.9	0.6	0.9	41	·	-1.6	·	0.3
43	O=c1c2ccccc2nc(-c2ccoc2)n1-c1ccccc1	13	0.7	1.1	·	-5	24	-1.1	1	0.9
44	CN(C)C1(c2nnnn2-c2ccc(Cl)cc2)CCCCC1	43	1	0.1	1.1	93*	-13	·	2	0.6
45	Cn1c(O)c(C=NCCN2CCN(C(=O)c3ccccc3)CC2)c(=O)n(C)c1=O	-19	1.9	1.1	1.1	-13	-6	0.78	6	1.2
46	CC(C)OC(=O)c1c(N)n(CC2CCCO2)c2nc3ccccc3nc12 (configuration not stated)	43	1.4	0.8	0.8	15	-6	-0.01	4	0.6
47	CCOP(=O)(C(NC(=O)c1ccccc1Cl)=C(Cl)Cl)c1ccccc1 (configuration not stated)	57*	1.3	0.2	1	77*	-39	0.08	-2	0.4
48	CC1CCC(C(C)C)C(OP(N)(=O)c2ccccc2)C1 (configuration not stated)	65*	1.5	0.2	1.1	83*	-11	-0.55	2	0.3
49	Cc1oc(-c2ccc(Cl)cc2)nc1CS(=O)CC(=O)N1CCC2(CC1)OCCO2 (configuration not stated)	17	1.2	1	1.4	1	·	0.17	·	0.8
50	c1ccc2[nH]c(CCNC3CCCCC3)nc2c1	13	2.7*	0.6	1.1	41	-20	0.43	0	0.9
51	CCOc1cc(-c2nc3c(C)cccn3c2NCC2CCCO2)ccc1O (configuration not stated)	12	0.9	0.7	1.1	28	-2	-0.96	-3	0.9
52	Cc1ccc2c(c1)C1CN(C)CCC1N2C(=O)Nc1cccc(Cl)c1 (configuration not stated)	11	1.5	0.9	0.9	11	·	-0.09	·	0.9
53	CC1(C)CC(n2[nH]c(=O)c3c2NC(=O)CSC3c2ccccc2)CCO1 (configuration not stated)	1	0.9	1	1	-4	-12	0.05	1	1
54	CSc1ccc(CNC2CN3CCC2CC3)cc1 (configuration not stated)	-2	0.8	1	1	0	-30	0.26	6	1
55	CCN(CC)C(=O)c1ccc(NC(=O)Cn2nc(C)c3ccccc3c2=O)cc1	19	1.5	0.3	1.2	66*	-4	1.8	0	0.8
56	C(=NC12CN3CN(CN(C3)C1)C2)c1cccs1	-9	0.9	1.2	·	-19	·	0.97	·	1.1

(next part)
entry	SMILES	CYP2C9 inh	PLAP activator	CYP2C19 activ	MT1-MMP txn act	CYP2C19 inhib	CD11b adhes inh	Pyk2 oligo antag	CD11b adhes enh	CYP2C9 activ
57	CC(CO)(CO)N=Cc1c(O)n(-c2cccc3ccccc23)c(=O)[nH]c1=O	34	0.8	0.8	·	20	1	0.32	-1	0.7
58	CNCC1(c2ccccc2)CCCC1	7	0.8	1	1.1	3	1	0.9	-3	0.9
59	CCCCCCCSc1cc(OC)c(CCNC)cc1OC	2	1.5	0.2	·	81*	37	-1.1	-1	1
60	COc1ccccc1N1CCN(Cc2ccccc2Cl)CC1	16	0.9	0.6	·	44	-22	0.26	-1	0.8
61	COC(=O)C(c1ccccc1)N1CCCCCC1 (configuration not stated)	6	1.1	0.9	1.1	13	-5	0.6	-1	0.9
62	Fc1ccc2c(c1)nnn2C1CCN(Cc2nnnn2C2CCCCC2)CC1	75*	1.5	0.3	1.1	67*	-10	0.23	-3	0.2
63	Cc1cccc(N2C(=O)CC(=O)NC2=O)c1	-9	0.8	1.1	1.1	-10	-8	0.62	5	1.1
64	COc1ccccc1OCCCn1cc(C(=O)c2ccco2)c2ccccc21	96*	1.2	0	1.3	98*	-14	-1.2	-1	0
65	O=C(COc1ccc(Cl)cc1)N1CCN(Cc2ccccc2)CC1	43	1.4	0.8	1.2	17	10	-0.28	-3	0.6
66	CC12CCCCC1=[N+]([O-])CN2O (configuration not stated)	28	0.8	1	1	2	5	0.53	-1	0.7
67	O=C(CN1CCOCC1)c1ccc2cc[nH]c2c1	-8	1	0.8	1.1	22	-5	·	-3	1.1
68	O=C(COC(=O)Cc1ccccc1)Nc1ncc(Cl)cc1Cl	16	1.1	0.4	1.1	58*	1	0.54	-6	0.8
69	CCCCC(=O)C1C(=O)NC(=O)NC1=O	4	1	0.9	1	5	-14	0.87	-3	1
70	Cc1nn(Cc2ccccc2)c(C)c1C(=O)OCC(=O)Nc1ccccc1SCC#N	96*	1.7	0.1	1.2	86*	6	-2	0	0
71	O=C(Cn1ncc2c3ccccc3n(Cc3ccccc3)c2c1=O)N1CCC2(CC1)OCCO2	53*	1.4	0.8	1.2	22	30	·	2	0.5
72	CN(C)c1ccc(C(=O)c2ccc(N(C)C)cc2)cc1	-116	0.8	0.3	1.7	66*	-1	-1	-2	2.2*
73	CC(=O)N(C1=NCCCS1)c1ccccc1F	18	1	0.9	1.1	7	1	0.23	1	0.8
74	Cc1ccc(S(=O)(=O)CC(C)(O)C(=O)Nc2cccc(C(F)(F)F)c2)cc1 (configuration not stated)	17	1.1	0.5	·	48	·	-0.19	·	0.8
75	CC(=O)c1cccc(OCC(O)CN2CC=C(c3ccccc3)CC2)c1 (configuration not stated)	51*	1.7	0.4	1.2	55*	6	0.1	-1	0.5
76	COc1cc(C2SCC(=O)Nc3c2c(=O)[nH]n3C2CCCCCC2)cc(OC)c1OC (configuration not stated)	16	1	0.9	1	7	-2	0.21	8	0.8
